High-throughput results: PubChem BioAssay, several laboratories
TROY NFkB inh = TROY signaling inhibition. Q293 LMP1-TROYcd NF-kB luciferase reporter, 4 h. inhibition, % at 10 µM. hit rate 0.98% among 360,000. AID 1347056;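 active = compounds whose plate-normalised and pattern-corrected inhibition of the luciferase reporter signal at the single screening dose is 50% or more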
TWEAK Fn14 block = inhibitors of TWEAK-Fn14 interaction signaling. TWEAK-stimulated Fn14 reporter cells, luciferase luminescence, 8 h. inhibition, % at 10 µM. hit rate 2% among 360,000; in the data active = inhibition above about 50%
NR2F2 inh = blocks human COUP-TFII nuclear receptor; P24468; HEK293T NGFI-A luciferase reporter, luminescence; inhibition, % at 8.6 µM; hit rate 0.7% among 370,000; AID 686940;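 active = inhibition above a per-plate cutoff, mean inhibition of test wells between control levels plus 3 SD, cut at about 38% in these data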;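 also: cells cotransfected with COUP-TFII expression vector driving the NGFI-A reporter; 0% = median of COUP-TF2 test wells and 100% = reporter-only cells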
Target sequence (P24468 whole entry, looked up): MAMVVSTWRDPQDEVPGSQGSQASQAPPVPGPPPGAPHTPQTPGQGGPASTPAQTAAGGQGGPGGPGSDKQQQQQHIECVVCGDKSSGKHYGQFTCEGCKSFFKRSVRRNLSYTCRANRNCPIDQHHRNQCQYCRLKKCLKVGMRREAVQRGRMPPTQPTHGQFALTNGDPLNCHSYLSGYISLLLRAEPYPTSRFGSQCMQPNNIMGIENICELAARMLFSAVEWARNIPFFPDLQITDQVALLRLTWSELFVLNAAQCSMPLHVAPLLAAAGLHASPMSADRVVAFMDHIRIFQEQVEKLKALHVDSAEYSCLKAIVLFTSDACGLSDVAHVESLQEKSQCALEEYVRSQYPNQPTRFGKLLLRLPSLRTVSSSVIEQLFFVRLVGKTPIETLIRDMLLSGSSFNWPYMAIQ
NCOA3 inh = inhibitors of human steroid receptor coactivator 3 (SRC3). Q9Y6Q9. HEK293 GAL4-SRC3 luciferase reporter, luminescence. inhibition, % at 3.6 µM. hit rate 0.17% among 360,000;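 active = inhibition above a per-campaign cutoff, the mean of all compounds plus 3 SD, cut at about 60% in these data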;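 also: 0% = DMSO-treated cells and 100% = gossypol-treated cells at 36 µM; higher means less SRC3-driven luciferase light from the GAL4 reporter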
C8 TRAIL sens = caspase-8 TRAIL sensitization. NB7+C8 cells + TRAIL, ATPlite viability luminescence. inhibition (viability loss, TRAIL sensitization), % at 10 µM. hit rate 1% among 360,000;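 active = compounds causing at least 50% loss of cell viability in the single-dose screen, relative to plate controls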
CF NFkB block = blocks PAF-induced NF-kB reporter in cystic fibrosis cells. AID 588850. inhibition, % at 5 µM. hit rate 0.86% among 360,000. KKLEB NF-kB-GFP reporter, GFP fluorescence overnight;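 active = at least 50% inhibition at 5 µM, scaled per plate between neutral and stimulator controls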;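 also: PAF is a Pseudomonas aeruginosa culture filtrate used as stimulus; plate controls were PAF-stimulated DMSO wells for no effect and unstimulated DMSO wells for full effect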
KKLEB cytotox = CF airway cell cytotoxicity counter-screen | KKLEB CF airway cells viability, ATPlite luminescence, overnight; active compounds read low; cells stimulated with P. aeruginosa culture filtrate | hit rate 0.36% among 360,000 | AID 602141 | activity change (cytotoxicity), % at 5 µM;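 active = corrected activity change at or below -50% at 5 µM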
EBV LMP1 NFkB = Epstein-Barr LMP1 NF-kappaB reporter inhibition. inhibition, % at 12.5 µM. hit rate 0.69% among 350,000. LMP1-induced NF-kappaB luciferase reporter cells, luminescence. AID 504558; in the data active = inhibition above about 41%;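 also: 0% = neutral control wells and 100% = reference inhibitor control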
LRH-1 inv ag = suppresses constitutive activity of human LRH-1; HEK293T StAR-luciferase reporter, LRH-1 transfected, 24 h; inhibition, % at 3.6 µM; hit rate 0.13% among 360,000;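 active = inhibition above the mean inhibition of all tested compounds plus 3 SD, cut at about 73% in these data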;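 also: 0% = DMSO wells and 100% = reporter-only cells lacking LRH-1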
Target sequence (O00482 whole entry, looked up): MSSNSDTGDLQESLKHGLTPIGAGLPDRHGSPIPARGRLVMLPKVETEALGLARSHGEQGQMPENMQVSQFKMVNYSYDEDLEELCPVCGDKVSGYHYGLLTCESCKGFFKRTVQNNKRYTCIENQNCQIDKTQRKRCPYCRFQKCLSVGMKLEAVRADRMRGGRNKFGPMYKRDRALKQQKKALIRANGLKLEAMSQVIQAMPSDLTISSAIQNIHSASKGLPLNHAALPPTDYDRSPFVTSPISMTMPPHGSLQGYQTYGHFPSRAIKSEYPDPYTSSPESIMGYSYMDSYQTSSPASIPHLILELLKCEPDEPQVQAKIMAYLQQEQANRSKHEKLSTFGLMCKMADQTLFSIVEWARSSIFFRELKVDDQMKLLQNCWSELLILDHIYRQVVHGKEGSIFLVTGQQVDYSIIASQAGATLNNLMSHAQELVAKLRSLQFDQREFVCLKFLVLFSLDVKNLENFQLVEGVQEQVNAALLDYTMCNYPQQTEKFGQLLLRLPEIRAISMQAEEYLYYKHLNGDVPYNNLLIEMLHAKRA
Shn3 3UTR inh = Schnurri-3 reporter inhibition in Clone20 osteoblasts; inhibition, % at 12.5 µM; Clone20 osteoblast Shn3 3'UTR firefly luciferase, 24 h; AID 588674; hit rate 0.52% among 360,000;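 active = mean inhibition of at least 75% with every replicate also reaching 75%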;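 also: 0% = median of neutral control wells and 100% = pilot-screen positive control compound; some compounds past the cut are filed as inactive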
SRC1 inh = inhibits human SRC1 coactivator; hit rate 0.12% among 360,000; AID 588354; Q15788; inhibition, % at 3.6 µM; HEK293 GAL4-SRC1 luciferase reporter, luminescence;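 active = inhibition above the campaign mean plus 3 SD, with each screening campaign given its own cutoff, cut at about 60% in these data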;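 also: 0% = DMSO treated cells and 100% = gossypol at 36 µM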
An asterisk follows results filed as active; / = not tested or not shown.

SMILES	TROY NFkB inh	TWEAK Fn14 block	NR2F2 inh	NCOA3 inh	C8 TRAIL sens	CF NFkB block	KKLEB cytotox	EBV LMP1 NFkB	LRH-1 inv ag	Shn3 3UTR inh	SRC1 inh
CCOP(=O)(c1c(F)c(F)c(F)c(F)c1F)C(O)c1ccccc1 (stereo not drawn)	1	9	11	1	1	-3	8	6	-10	-24	-2
O=c1[nH]oc2cc(Cl)ccc12	24	-8	2	33	-8	-2	-15	11	15	3	1
Cc1cccc(C(=O)Nc2cccc(Br)c2)c1[N+](=O)[O-]	-13	-11	-7	11	-5	-16	-8	11	26	-6	1
COc1cc(C2C(c3ccccc3)C(c3cc(OC)cc(=O)o3)C2c2ccccc2)oc(=O)c1 (stereo not drawn)	-3	6	8	26	-27	7	-8	11	16	12	-6
CC(=O)Nc1ccc(S(=O)(=O)Nc2nc(C)cc(-n3nc(C)cc3C)n2)cc1	-29	25	6	10	-9	12	-7	2	24	-11	15
CC(C)On1c(SC(C)C)nc2ccccc2c1=O	16	17	-17	-3	-2	10	-4	-3	-10	-17	12
O=C(NN=Cc1ccc2c(c1)CCC2)c1ccccc1O	-55	-39	-21	-68	27	-14	-5	-11	-8	-69	-87
CC1CN(C(=O)C2CCCCC2)C(C)CN1C(=O)C1CCCCC1 (stereo not drawn)	4	6	22	1	-3	6	-5	2	2	17	4
COc1ccc(-c2nc(Cn3c(SCc4cccc(F)c4)nc4ccncc43)c(C)o2)cc1OC	-17	-11	9	22	6	-25	1	11	2	-13	-18
CC1(c2nnnn2-c2ccc3c(c2)OCCO3)CCC(=O)N1CCOc1ccccc1 (stereo not drawn)	20	41	7	/	-8	/	/	/	18	/	/
C=CCNC(=S)NNC(=O)c1ccc(Br)o1	6	-4	-17	-8	-14	18	-8	7	-7	-13	-7
COc1ccc(C(=O)N[C@H](C(=O)NCc2ccco2)C(C)C)cc1	5	4	6	4	8	4	-2	4	0	-21	9
CCOc1ccc(NC(=O)CSc2nc3ccsc3c(=O)n2CCCCC(=O)O)cc1	4	-2	-1	6	12	4	0	7	-3	-5	5
CSc1cccc(NC(=O)CNS(=O)(=O)c2ccccc2)c1	-15	1	5	-2	0	9	-6	-8	-6	-7	-16
Cc1c(C#N)c(NC(=O)CCl)n(Cc2cccs2)c1C	17	6	-5	8	10	24	-28	-30	9	97*	9
CCc1cccc(C)c1NC(=O)COC(=O)CCn1c(C)csc1=O	-13	12	-1	1	-6	-16	6	-1	-29	8	2
COc1ccc(CCNC(=O)CSc2nc3[nH]ncc3c(=O)n2-c2ccc(Br)cc2)cc1OC	-7	9	1	0	-6	7	-13	8	-10	-4	8
CCC(=O)Nc1cccc(NC(=O)c2ccccc2Br)c1	-4	18	-8	0	0	4	-5	-6	4	-24	-8
CC#CCN1c2ccccc2[C@]23C[C@@H](C(=O)OC)N(C(C)=O)C2=NC(C(=O)OC)=C(C(=O)OC)[C@H]13	3	24	6	6	0	24	-11	-3	-14	1	-18
COc1cc(N)c(Cl)cc1C(=O)OCC(=O)N1CCCCCC1	14	-8	-7	0	0	-12	0	-5	-13	-35	-18
CC(=O)N1c2ccc(S(=O)(=O)NCC3CCC(C(=O)NC4CCCCC4)CC3)cc2CC1C (stereo not drawn)	-7	19	-9	-5	0	-17	-23	-5	-11	33	-17
C=CCN1C(=O)/C(=C/c2ccsc2)SC1=S	6	-3	9	16	-9	-11	-6	8	6	-7	-20
Cc1ccc(NC(=S)N(CCCN2CCOCC2)Cc2ccccn2)cc1Cl	-20	-18	-12	1	7	12	-5	-1	7	11	0
C=CCC(=O)N1CCC(n2nccc2NC(=O)c2ccc3c(c2)OCO3)CC1	-23	8	4	2	-9	17	-9	-5	-23	6	-1
CCOc1ccc2nc(NC(=O)CSc3nc(SC)ns3)sc2c1	11	-10	-2	-42	-6	-4	1	-23	-59	4	-52
O=C(NCCc1ccc(Cl)cc1)C1CC(=O)N(CCc2ccccc2)C1 (stereo not drawn)	13	-8	-47	4	5	-11	8	-2	2	-17	-6
CC(=O)N1N=C(c2cccc(O)c2)CC1c1cccs1 (stereo not drawn)	2	13	14	-17	1	0	-8	-7	-5	-25	-9
COc1ccccc1CNC(=O)c1ccncc1	-6	15	18	-10	7	-27	8	-1	-9	-2	-57
CCOC(=O)C1CCCN(/C=C2\SC(=S)N(CC)C2=O)C1 (stereo not drawn)	-3	5	12	9	-5	2	3	0	-6	0	12
O=C(OCc1cn([C@H]2C[C@H](c3ccc(Cl)cc3)N(C(=O)c3cccs3)C[C@@H]2O)nn1)c1ccccc1	-10	-4	4	9	14	-15	8	4	18	-17	-1
CCOC(=O)C1C(C(=O)NN)C1C(=O)Nc1ccccc1 (stereo not drawn)	3	6	1	-15	3	-10	-1	-9	4	-19	-9
CC(=O)Nc1ccccc1C(=O)C(=O)Nc1ccc(C)c(C)c1	-32	-1	-33	-51	9	-6	14	-14	-112	-125	-75
Cn1ccnc1SCC(=O)NC1CCCCC1	-6	-12	1	9	-1	-5	3	5	-17	-8	-17
O=C(NNC(=O)C1CC(c2cccnc2)=NO1)Nc1cccc(F)c1 (stereo not drawn)	-13	-10	12	-7	9	3	1	-14	-7	-12	-7
CCOc1ccc(NC(=O)CCC(=O)NNC(=O)COc2ccc(C)cc2)cc1	-23	-30	1	-12	0	-23	3	2	-2	1	-23
CCN(CC)C(=O)C1=C(C)N(Cc2ccccc2)C(=O)C(CC(=O)NCc2ccco2)C1 (stereo not drawn)	-1	-3	17	-8	-4	-6	13	1	-5	-12	-16
CC(=O)CSc1nc2c(c(=O)[nH]c(=O)n2C)n1CCCc1ccccc1	-6	-22	2	-9	-21	0	-6	-3	-26	4	2
CC(C(=O)Nc1ccc2c(c1)OCO2)N(c1ccc(Cl)cc1)S(C)(=O)=O (stereo not drawn)	/	23	2	5	-13	8	-4	-5	12	-17	17
COc1ccc(S(=O)(=O)N2CCOCC2)cc1NC(=O)CSc1ccc(F)cc1	3	6	2	13	-4	-10	8	-6	19	-17	-6
O=C1C(Cc2cccc([N+](=O)[O-])c2)S/C(=N/N=C/c2ccco2)N1c1ccccc1 (stereo not drawn)	-11	0	21	0	-2	1	6	-8	-7	0	-4
CCN1CCOC(CC(=O)Nc2cccc([N+](=O)[O-])c2)C1=O (stereo not drawn)	12	-2	0	1	-20	-4	2	/	-13	-9	-1
COc1ccc(NC(=O)Nc2nnc(CC(=O)Nc3ccccc3)s2)cc1	4	-26	7	13	-7	15	0	-2	4	1	11
CC(C)C[C@H](NC(=O)N1CCCCCC1)C(=O)O	7	-8	-2	18	-2	1	7	-4	-4	-9	9
COc1ccc(S(=O)(=O)N2CCN(CCC(=O)Nc3ccc(F)cc3)CC2)cc1	12	14	11	22	-1	-13	16	7	6	5	4
O=C(Nc1ccc(F)cc1)Nc1ccc(Cl)cn1	-20	-3	-11	-36	9	4	3	-5	-15	-44	-59
CCOC(=O)c1cc(-c2ccccc2)sc1NC(=O)C(C)OC(=O)c1cccc(S(=O)(=O)N(C)C)c1 (stereo not drawn)	-3	15	10	17	8	23	-7	5	-1	7	3
Cc1ccc(C)c(S(=O)(=O)NCCOc2nc(NC(C)C)nc(NC(C)C)n2)c1	-15	8	19	5	-24	-17	4	5	6	-4	-39
O=C(Nc1ccccc1C(F)(F)F)c1cc(S(=O)(=O)N2CCOCC2)ccc1F	3	1	18	-6	19	-24	5	-7	-9	-8	-8
CC(=O)Nc1ccccc1NC(=O)C/C(C)=N/NC(=O)c1ccccn1	-39	-7	-32	-59	3	1	11	0	-120	-32	-96
COc1ccc(N2CC(C(=O)O)CC2=O)cc1 (stereo not drawn)	0	-3	1	-19	-7	-4	-4	-20	8	2	13
O=c1[nH]c(-c2ccc3c(c2)OCO3)nc2c1sc(=S)n2-c1ccccc1	9	0	-3	0	0	-26	15	-3	13	5	-17
Cc1cc(-n2cnc(-c3cn[nH]c3C)n2)no1	-29	11	-17	-6	3	-2	-3	-7	1	47	-19
Cc1cc(=O)n(C(NC(=O)c2ccccc2)C(=O)c2ccccc2)cn1 (stereo not drawn)	-25	30	-27	-13	-6	9	-9	-4	-14	-12	-14
CCN(CC)c1ccc2cc(C(=O)O)c(=O)oc2c1	-6	-3	2	-15	-19	2	-4	1	23	15	7
C=CCN1C(=O)c2ccc(C(=O)NCCc3ccc(OC)c(OC)c3)cc2C1=O	-8	5	-9	11	-3	-6	-3	-1	12	3	-6
CCN(CC)C(=O)C1=C(C)N(Cc2ccc(C(C)(C)C)cc2)C(=O)C(CC(=O)NCc2cccc3ccccc23)C1 (stereo not drawn)	9	35	15	-17	2	8	-6	-1	13	0	-2
CCOc1ccc(NC(=O)COc2ccc3c(c2)OCO3)cc1	-9	9	-12	3	-1	-1	12	1	-9	17	-24
CCOc1ccccc1N1CCN(Cc2cnc(-c3ccccc3)[nH]2)CC1	-4	0	-4	17	-1	7	-3	2	14	5	-2
Cc1ccc(C(=O)N/C(=C\c2ccc(Cl)cc2)C(=O)NCCCN2CCOCC2)cc1	5	-13	0	-7	-4	14	-1	10	-3	-5	4
CC1CCN(c2cc(=O)n(C3CCCCC3)c(=O)[nH]2)CC1	-42	-18	-3	-19	6	9	-16	-6	-28	-35	-29

Structures shown so far that contain a nitro group on carbon:
SMILES	TROY NFkB inh	TWEAK Fn14 block	NR2F2 inh	NCOA3 inh	C8 TRAIL sens	CF NFkB block	KKLEB cytotox	EBV LMP1 NFkB	LRH-1 inv ag	Shn3 3UTR inh	SRC1 inh
Cc1cccc(C(=O)Nc2cccc(Br)c2)c1[N+](=O)[O-]	-13	-11	-7	11	-5	-16	-8	11	26	-6	1
O=C1C(Cc2cccc([N+](=O)[O-])c2)S/C(=N/N=C/c2ccco2)N1c1ccccc1 (stereo not drawn)	-11	0	21	0	-2	1	6	-8	-7	0	-4
CCN1CCOC(CC(=O)Nc2cccc([N+](=O)[O-])c2)C1=O (stereo not drawn)	12	-2	0	1	-20	-4	2	/	-13	-9	-1

Further records:
SMILES	TROY NFkB inh	TWEAK Fn14 block	NR2F2 inh	NCOA3 inh	C8 TRAIL sens	CF NFkB block	KKLEB cytotox	EBV LMP1 NFkB	LRH-1 inv ag	Shn3 3UTR inh	SRC1 inh
Cc1cc(-c2ccc(C(C)C)c(S(=O)(=O)N3CCN(c4ccccc4)CC3)c2)on1	-6	1	7	6	34	34	-10	16	27	-33	-7
CSC1CCCCC1(O)CSc1nc2c(cc1C#N)CCCC2 (stereo not drawn)	40	42	-1	-32	5	-9	0	-2	7	-2	-1
Cc1ccc(S(=O)(=O)/N=C(/NC(=S)Nc2cccc(C)c2)c2ccccc2)cc1	-40	-7	-37	-38	-1	-1	10	-11	-80	13	-76
O=C(Cn1nc(Cl)nc1Cl)c1ccc([N+](=O)[O-])cc1	4	7	-1	-4	5	10	0	1	-18	-4	12
CCCOC(=O)CC1C(=O)NCCN1Cc1ccccc1C (stereo not drawn)	1	-10	4	1	-6	-22	-6	3	0	-11	0
Cc1c(Cl)cccc1NC(=S)N1CCN(c2ccccn2)CC1	-3	-8	3	10	-2	10	-1	-4	3	9	-9
CCc1ccc(N=C2NC(=O)/C(=C/c3cc(OC)c(O)c(OC)c3)S2)cc1	20	19	-11	-21	0	-2	2	0	2	-3	4

The list is partial, so the mix of outcomes need not match the whole.
